CF NFkB block – inhibitors of cystic fibrosis induced NF-kB | KKLEB NF-kB-GFP reporter, PAF-induced, GFP fluorescence overnight | inhibition, % at 5 µM | 360,000 tested, 0.86% active | AID 588850;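 active means at least 50% inhibition at 5 µM, scaled per plate between neutral and stimulator controls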;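 further: PAF is a Pseudomonas aeruginosa culture filtrate used as stimulus; plate controls were PAF-stimulated DMSO wells for no effect and unstimulated DMSO wells for full effect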
Shn3 inh set2 – Schnurri-3 reporter inhibition in Clone20 osteoblasts; inhibition, % at 12.5 µM; Clone20 osteoblast Shn3 3'UTR firefly luciferase, 24 h; 360,000 tested, 0.52% active;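 active means mean inhibition of at least 75% with every replicate also reaching 75%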;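 further: 0% = median of neutral control wells and 100% = pilot-screen positive control compound; some compounds past the cut are filed as inactive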
EBV LMP1 NFkB – reduces LMP1-driven NF-kappaB luciferase signal | inhibition, % at 12.5 µM | LMP1-induced NF-kappaB luciferase reporter cells, luminescence | 350,000 tested, 0.69% active; in the data active means inhibition above about 41%;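 further: 0% = neutral control wells and 100% = reference inhibitor control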
HIF-2a inh – HIF-2a inhibition | 360,000 tested, 0.72% active | 786-0 RCC cells HIF-2a reporter, luciferase luminescence, overnight | inhibition, % at 18.8 µM | AID 624352;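 active means inhibition of the luminescence signal of 40% or more relative to plate controls, in a single-dose primary screen at 18.75 µM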
NR2E3 ag-1 – activates human photoreceptor nuclear receptor NR2E3; Q9Y5X4; AID 2300; 320,000 tested, 0.12% active; inhibition of corepressor binding, % at 4.78 µM; GST-NR2E3/biotin-RetCOR TR-FRET, 1536-well;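 active means percent inhibition above the cutoff of mean plus 3 SD of all tested compounds, set per screening campaign, cut at about 20% in these data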;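 further: 0% = DMSO wells and 100% = biotin wells as full block of FRET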
Target sequence (Q9Y5X4 whole entry, looked up): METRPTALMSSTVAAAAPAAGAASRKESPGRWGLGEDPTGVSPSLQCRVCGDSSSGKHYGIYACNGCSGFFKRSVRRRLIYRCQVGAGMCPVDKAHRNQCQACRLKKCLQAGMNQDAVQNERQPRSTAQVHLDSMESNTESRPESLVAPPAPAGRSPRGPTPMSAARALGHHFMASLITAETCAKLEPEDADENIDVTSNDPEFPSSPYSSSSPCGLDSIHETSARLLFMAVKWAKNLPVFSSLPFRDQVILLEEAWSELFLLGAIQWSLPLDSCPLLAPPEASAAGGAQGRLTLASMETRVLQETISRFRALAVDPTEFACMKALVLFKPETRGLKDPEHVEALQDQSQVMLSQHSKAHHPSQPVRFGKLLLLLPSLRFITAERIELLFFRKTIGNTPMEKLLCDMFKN
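Assay system: NR2E3–RetCOR corepressor complex. Quantity: 1.35 nM GST-NR2E3. Buffer or medium: pH 7.5 Tris-based buffer. Reagent: biotinylated RetCOR corepressor at 7 nM final. Schedule: 5 h at 4 °C. Detection: TR-FRET, emission read at 617 and 671 nm. Replicates: one well per compound, singlicate testing.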
KKLEB cytotox – reduces viability of KKLEB cystic fibrosis airway cells. KKLEB CF airway cells viability, ATPlite luminescence, overnight; active compounds read low; cells stimulated with P. aeruginosa culture filtrate. activity change (cytotoxicity), % at 5 µM. AID 602141. 360,000 tested, 0.36% active;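 active means corrected activity change at or below -50% at 5 µM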
NR2E3 ag-2 – agonists of human NR2E3 nuclear receptor | Q9Y5X4 | inhibition of corepressor binding, % at 3.98 µM | AID 602229 | 360,000 tested, 0.35% active | CHO-S Gal4-NCOR/VP16-NR2E3 two-hybrid, luciferase;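 active means inhibition above the mean of all tested compounds plus 3 SD, cut at about 70% in these data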;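 further: 0% = DMSO with NR2E3 transfected cells and 100% = cells lacking NR2E3 construct; higher means lower luciferase signal from less NR2E3 corepressor binding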
C8 TRAIL sens – caspase-8 TRAIL sensitization; NB7+C8 cells + TRAIL, ATPlite viability luminescence; inhibition (viability loss, TRAIL sensitization), % at 10 µM; 360,000 tested, 1% active;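 active means compounds causing at least 50% loss of cell viability in the single-dose screen, relative to plate controls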
Peg3 promoter – reduces Peg3 promoter-driven luciferase expression in HeLa | HeLa PEG-Prom luciferase reporter, luminescence, overnight | 360,000 tested, 1.7% active | inhibition, % at 20 µM | AID 588405;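 active means inhibition of at least 50% at 20 µM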
TRPM1 prom inh – reduces MITF-dependent TRPM1 promoter luciferase signal; 330,000 tested, 0.83% active; inhibition, % at 12.5 µM; SK-MEL-5 TRPM1 promoter luciferase, 24 h;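 active means mean inhibition across replicates of 60% or more, whatever share of single replicates reaches that level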; further: values of inactives mirror those of a sister screen read the other way
hiPSC survival – increases survival of single human iPS cells; hiPSC single-cell survival, ATPlite luminescence; 100% = ROCK inhibitor wells, 0% = DMSO; survival enhancement, % at 20 µM; 360,000 tested, 0.044% active; in the data active means survival enhancement above about 18%;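 further: cells exposed to compounds for 16 hours before the ATP read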
Active calls of the source: *; / = no result given. Only part of the results is shown; rates above refer to the full screens.

SMILES	CF NFkB block	Shn3 inh set2	EBV LMP1 NFkB	HIF-2a inh	NR2E3 ag-1	KKLEB cytotox	NR2E3 ag-2	C8 TRAIL sens	Peg3 promoter	TRPM1 prom inh	hiPSC survival
CCn1c(SCC(=O)OC)nnc1-c1ccncc1	-2	16	12	8	3	-2	6	7	22	2	1.5
COc1ccc(CC(=O)Nc2cccc(-c3nnc(-c4ccco4)o3)c2)cc1	-31	9	12	-17	0	3	-72	9	22	4	-0.5
COc1ccc(S(=O)(=O)N(C)C)cc1NC(=O)CCNC(=O)c1ccccc1OC	0	-5	5	18	1	-5	-2	-17	9	1	-0.2
O/N=C/c1cc(Br)cs1	-2	-11	-8	2	-3	-12	2	20	-2	5	0.1
COc1ccc(OCC(=O)c2c[nH]c3ccccc23)cc1	37	-11	-14	-168	1	-7	-69	28	-173	-7	-0.9
COC(=O)c1ccccc1NC(=O)NC1CCCC1	16	-21	8	11	2	12	-21	1	2	-18	-1.9
Cc1ccc(S(=O)(=O)N2C[C@H]3C(=O)C[C@@H](c4ccccc4)N(S(=O)(=O)c4ccc(C)cc4)[C@H]3C[C@H]2c2cccc(C)c2)cc1	10	23	/	6	/	4	19	4	-2	/	-0.8
CCOc1ccc(OCC(=O)OCc2cc(=O)n3cc(Br)ccc3n2)cc1	-15	-12	1	14	2	14	-3	-19	6	0	1.7
Cc1[nH]c2ccc(C(=O)NCCCN3CCCCC3)cc2c1C	-16	-9	-9	-6	2	-5	-9	-13	-20	1	-0.1
OC1CCN(c2c3c(nc4cc(-c5cccc(F)c5)nn24)CCCC3)CC1	4	-77	-17	-109	2	-32	-90	-1	-90	-85	-1.4
COc1nc(N2CCCC2)nc(-n2nnc(C(C)=O)c2C)n1	-11	-9	-3	8	4	-2	-15	-17	4	5	-0.1
COc1ccc(C(=O)N2CCOC2CNC(=O)C(=O)NCc2ccccn2)cc1 (stereo not given)	-2	-21	6	18	/	-2	4	-13	-7	/	7.6
CO[C@@H]1[C@@H](OC(N)=O)[C@@H](O)C(Oc2ccc3c(O)c(NC(=O)c4ccc(O)c(CC=C(C)C)c4)c(=O)oc3c2C)OC1(C)C (stereo not given in full)	15	12	10	17	3	44	-14	0	1	4	-0.9
Cc1cccc(-n2ncc3c2CCCC3NC(=O)Cc2c(C)noc2C)c1C (stereo not given)	-8	76	23	-25	0	6	60	25	8	13	-0.3
CCOC(=O)N1CCN(c2cc(N3CCN(CC)CC3)c(F)cc2[N+](=O)[O-])CC1C (stereo not given)	15	-2	-2	11	3	-15	21	-10	21	-3	-2.5
CCn1c(=O)cc(SCC(=O)Nc2cccnc2)c2ccccc21	-26	-7	5	-74	-2	2	-9	-12	-34	-2	-0.9
O=[N+]([O-])c1cccc(C=Nc2cc3c(cc2Br)OCCO3)c1	-12	-10	0	-3	1	10	20	-15	16	-13	-1.1
CCN(c1cc(C)cc(C)c1)S(=O)(=O)c1nnc(NC(=O)C(C)(C)C)s1	6	1	1	14	/	-5	-11	3	28	-6	-0.5
Cc1nn(-c2ccccc2)c2c1C(=O)NC(=O)C(C)(C)C2	-12	-2	4	-1	-2	-2	8	8	4	-3	2.1
COc1ccccc1Nc1nc(-c2ccc([N+](=O)[O-])cc2)nc2ccccc12	46	18	1	7	1	-38	3	1	16	17	8.0
NC(=S)c1cc2ccc(O)cc2oc1=O	-24	17	-4	12	/	-2	-9	-10	11	4	1.8
Cn1cc(Cl)c(C(=O)NC2CCCCCC2)n1	0	-5	-2	-76	1	-1	-16	6	-44	-9	1.3
COc1cccc2sc3cc(C#Cc4ccccn4)ccc3c(=O)c12	-38	-83	-28	-209	/	6	-36	21	-225	-99	-0.8
Cc1cc(NC(=O)CCC(=O)N(Cc2ccco2)C2(C(=O)NC3CCCC3)CCC(C)CC2)no1 (stereo not given)	-10	18	-1	17	2	-5	1	1	4	2	-0.1
Cc1cc(C)c2nc(SCCC#N)nc(C)c2c1	-4	-1	-3	-33	0	0	-33	-8	-23	-8	-1.2
COc1ccc(N2CCN(c3nc(Cl)nc(Nc4ccc(F)cc4)n3)CC2)cc1	18	14	6	9	0	4	-19	-38	17	-9	1.2
Cc1ccccc1C(=O)N1CCC(C(=O)N(CC(C)C)c2c(N)n(CC(C)C)c(=O)[nH]c2=O)CC1	-13	-7	-2	-1	4	12	-6	-12	18	3	3.0
CCC(C)NC(=O)c1ccc(C(=O)c2ccccc2)cc1 (stereo not given)	12	-58	-1	-110	4	-7	-3	2	-77	-15	-0.6
COC(=O)C[C@H]1C[C@@H]2c3cc(NC(=O)Nc4ccc(F)cc4)ccc3O[C@@H]2[C@@H](CO)O1	8	0	0	1	/	-2	1	12	-19	/	8.5
CCn1c(COc2ccccc2)nc2ccccc21	3	-38	-6	-151	1	-1	-28	15	-97	-25	-3.4

An excerpt from above in order of the EBV LMP1 NFkB value, lowest first.
| Structure | EBV LMP1 NFkB |
| --- | --- |
| Cn1cc(Cl)c(C(=O)NC2CCCCCC2)n1 | -2 |
| Cc1cc(NC(=O)CCC(=O)N(Cc2ccco2)C2(C(=O)NC3CCCC3)CCC(C)CC2)no1 (stereo not given) | -1 |
| COC(=O)C[C@H]1C[C@@H]2c3cc(NC(=O)Nc4ccc(F)cc4)ccc3O[C@@H]2[C@@H](CO)O1 | 0 |

Remaining list, next part:
SMILES	CF NFkB block	Shn3 inh set2	EBV LMP1 NFkB	HIF-2a inh	NR2E3 ag-1	KKLEB cytotox	NR2E3 ag-2	C8 TRAIL sens	Peg3 promoter	TRPM1 prom inh	hiPSC survival
CCc1nn2c(=O)c(S(=O)(=O)Nc3cccc(F)c3)c(C)nc2s1	2	72	-5	11	-1	2	-12	20	6	-4	-0.5
C[C@@]12C(=O)N(Cc3ccc(-c4ccccc4)cc3)CC(=O)N1[C@H](/C=C/c1ccccc1)[C@@H]1C(=O)N(c3ccccc3)C(=O)[C@@H]12	-1	-16	-5	10	1	18	7	11	-6	5	7.1
COc1ccccc1N1CCN(C(c2ccccn2)c2nnnn2C2CCCCC2)CC1 (stereo not given)	-3	-4	2	12	-1	5	3	-9	26	-12	-0.6
O=C1CCC[C@@H]2CC(N3CCCCC3)C[C@@H]3CCN1[C@H]23 (stereo not given in full)	-9	-11	-3	10	/	12	-29	-12	-9	1	-1.2
Cc1ccc(C(=O)OCC(=O)Nc2ncc(Cl)cc2Cl)cc1NC(=O)c1ccco1	-23	8	-8	16	1	0	-26	-8	8	18	0.5
C=CCNC(=O)C1CCN(S(=O)(=O)c2ccc(Br)cc2)CC1	19	6	-7	12	1	-13	-12	2	31	4	0.9
O=C1CC2(CCN(S(=O)(=O)c3ccccc3F)CC2)Oc2ccccc21	-1	-6	-1	1	-4	5	-18	-16	15	-2	0.1
CCN(CC)S(=O)(=O)c1cccc(NC(=O)CNc2cccc(S(=O)(=O)N3CCCC3)c2)c1	18	87*	25	25	0	-3	85*	15	13	44	-0.1
CC1CCc2c(C(=O)Nc3ccc(OC(F)(F)F)cc3)csc2C1 (stereo not given)	1	56	-6	-77	1	-8	-27	9	-53	-40	-0.8
COc1ccc(C(=O)C2=NN(C(C)=O)CC2c2ccco2)cc1 (stereo not given)	-2	-25	-3	-48	-3	6	-23	-28	-31	-9	-0.1
NC(=O)/C(=N\OC(=O)c1ccco1)c1nc(-c2ccc(Br)cc2)cs1	-22	-9	-1	-68	-1	22	-8	4	-35	-10	-1.6
Cc1ccc(NC(=O)c2ccccc2OCc2ccc([N+](=O)[O-])cc2)nc1	6	-4	-32	-11	-2	-1	-24	8	3	-1	0.2
COc1cc(OC)cc(-c2c(-c3cccs3)c3cc(-c4ccc(OC)nc4)ccc3n2C)c1	21	7	-15	20	0	-19	-30	0	21	-5	3.5
CCC(=O)N(C1=C(NC)C(=O)c2ccccc2C1=O)C(C)C	6	-18	0	9	3	0	6	37	30	35	-5.0
CCc1c(C)nc(SC/C=C/c2ccccc2)[nH]c1=O	-108	25	2	-40	-1	-11	83*	5	-16	-2	-0.3
CC(=O)N1CCc2ccc(S(=O)(=O)Nc3ccccc3Cl)cc21	7	0	-5	21	-2	-29	13	-1	12	-9	0.9
O=C1CC[C@@H](C(=O)N2CSC[C@H]2C(=O)O)N1	-2	-1	-3	2	6	7	-11	7	-7	0	-2.3

Entries shown so far containing an aryl methoxy group (11):
SMILES	CF NFkB block	Shn3 inh set2	EBV LMP1 NFkB	HIF-2a inh	NR2E3 ag-1	KKLEB cytotox	NR2E3 ag-2	C8 TRAIL sens	Peg3 promoter	TRPM1 prom inh	hiPSC survival
COc1ccc(CC(=O)Nc2cccc(-c3nnc(-c4ccco4)o3)c2)cc1	-31	9	12	-17	0	3	-72	9	22	4	-0.5
COc1ccc(S(=O)(=O)N(C)C)cc1NC(=O)CCNC(=O)c1ccccc1OC	0	-5	5	18	1	-5	-2	-17	9	1	-0.2
COc1ccc(OCC(=O)c2c[nH]c3ccccc23)cc1	37	-11	-14	-168	1	-7	-69	28	-173	-7	-0.9
COc1nc(N2CCCC2)nc(-n2nnc(C(C)=O)c2C)n1	-11	-9	-3	8	4	-2	-15	-17	4	5	-0.1
COc1ccc(C(=O)N2CCOC2CNC(=O)C(=O)NCc2ccccn2)cc1 (stereo not given)	-2	-21	6	18	/	-2	4	-13	-7	/	7.6
COc1ccccc1Nc1nc(-c2ccc([N+](=O)[O-])cc2)nc2ccccc12	46	18	1	7	1	-38	3	1	16	17	8.0
COc1cccc2sc3cc(C#Cc4ccccn4)ccc3c(=O)c12	-38	-83	-28	-209	/	6	-36	21	-225	-99	-0.8
COc1ccc(N2CCN(c3nc(Cl)nc(Nc4ccc(F)cc4)n3)CC2)cc1	18	14	6	9	0	4	-19	-38	17	-9	1.2
COc1ccccc1N1CCN(C(c2ccccn2)c2nnnn2C2CCCCC2)CC1 (stereo not given)	-3	-4	2	12	-1	5	3	-9	26	-12	-0.6
COc1ccc(C(=O)C2=NN(C(C)=O)CC2c2ccco2)cc1 (stereo not given)	-2	-25	-3	-48	-3	6	-23	-28	-31	-9	-0.1
COc1cc(OC)cc(-c2c(-c3cccs3)c3cc(-c4ccc(OC)nc4)ccc3n2C)c1	21	7	-15	20	0	-19	-30	0	21	-5	3.5

High-throughput results as filed in PubChem.
